Compound activity as filed in PubChem.
BoNT F protease: BoNT F light chain protease inhibition | Multiplex microsphere protease cleavage assay, flow cytometry | inhibition, % at 10 µM | hit rate 0.22% among 360,000 | AID 588497; in the data active = inhibition above about 35%, passing the limit was not always enough; inconclusive = no clear call, values can overlap the other calls; note: plate controls were buffer without enzyme for full effect and enzyme alone for no effect
MazF activator: activators of E. coli MazEF toxin-antitoxin RNase | P0AE70 | FAM/BHQ RNA-DNA oligo cleavage fluorescence, 5 h | activation, % at 20 µM | hit rate 0.32% among 350,000 | AID 504720; in the data active = activation above about 50%
Target sequence (P0AE70 whole entry, looked up): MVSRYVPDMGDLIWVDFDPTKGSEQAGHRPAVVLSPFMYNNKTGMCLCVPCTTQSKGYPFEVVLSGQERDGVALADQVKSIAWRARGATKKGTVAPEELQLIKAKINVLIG
Mtb BioA inh: BioA (M. tuberculosis) enzyme inhibition. inhibition, % at 9.99 µM. purified M. tuberculosis BioA enzyme, plate reader. hit rate 0.096% among 360,000; in the data active = inhibition above about 40%; inconclusive = no clear call, values can overlap the other calls
FadD28 binding: inhibitors of Mycobacterium tuberculosis FadD28 bisubstrate binding; FadD28 bisubstrate probe binding, fluorescence polarization; inhibition, % at 12.5 µM; AID 588549; hit rate 0.22% among 360,000; in the data active = inhibition above about 8.5%, passing the limit was not always enough; inconclusive = no clear call, values can overlap the other calls
FBA Mtb inh: inhibitors of M. tuberculosis fructose-bisphosphate aldolase. P9WQA3. purified M. tuberculosis FBA, fluorescence read-out. inhibition, % at 1 µM. hit rate 2.3% among 360,000; in the data active = inhibition above about 27%;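 note: 0% = vehicle and 100% = reference inhibitor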
Target sequence (P9WQA3 whole entry, looked up): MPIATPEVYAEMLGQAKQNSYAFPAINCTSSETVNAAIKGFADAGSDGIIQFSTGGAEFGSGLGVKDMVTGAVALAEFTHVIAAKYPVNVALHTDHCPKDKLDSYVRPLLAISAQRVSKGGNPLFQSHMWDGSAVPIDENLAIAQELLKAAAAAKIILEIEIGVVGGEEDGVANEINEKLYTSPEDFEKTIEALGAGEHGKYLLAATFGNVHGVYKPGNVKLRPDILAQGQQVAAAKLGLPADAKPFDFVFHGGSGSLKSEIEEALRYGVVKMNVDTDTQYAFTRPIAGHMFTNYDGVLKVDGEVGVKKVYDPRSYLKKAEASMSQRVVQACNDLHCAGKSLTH
GDH-TPI inh: inhibits GDH-TPI coupling enzymes, artifact for Mtb FBA screen; inhibition, % at 4.8 µM; GDH-TPI coupled enzyme counterscreen, NADH absorbance; AID 588335; hit rate 1.2% among 360,000;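 note: 0% = DMSO wells and 100% = wells lacking the enzyme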
Rv3671c protease: Rv3671c (M. tuberculosis) protease inhibition; hit rate 0.048% among 320,000; inhibition, % at 5.96 µM; P9WHR9; in the data active = inhibition above about 38%;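 note: extracellular domain of Rv3671c used as enzyme; 0% = enzyme with DMSO and 100% = no enzyme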
UGM FP inh: blocks M. tuberculosis UGM enzyme | P9WIQ1 | purified UGM, fluorescence polarization probe displacement | inhibition, % at 10 µM | hit rate 0.06% among 320,000 | AID 504406; in the data active = inhibition above about 10%, passing the limit was not always enough; inconclusive = no clear call, values can overlap the other calls
Target sequence (P9WIQ1 whole entry, looked up): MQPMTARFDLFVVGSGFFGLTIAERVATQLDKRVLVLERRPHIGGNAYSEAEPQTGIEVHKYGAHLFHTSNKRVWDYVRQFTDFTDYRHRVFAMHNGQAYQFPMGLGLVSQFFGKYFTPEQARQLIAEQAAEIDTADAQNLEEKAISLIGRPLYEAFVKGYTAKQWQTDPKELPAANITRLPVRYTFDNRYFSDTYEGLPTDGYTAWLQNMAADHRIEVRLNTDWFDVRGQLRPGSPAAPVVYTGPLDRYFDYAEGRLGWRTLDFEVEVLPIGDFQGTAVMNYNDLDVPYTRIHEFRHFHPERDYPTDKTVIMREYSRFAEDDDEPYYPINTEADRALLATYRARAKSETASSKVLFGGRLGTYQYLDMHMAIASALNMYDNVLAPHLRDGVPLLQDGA
DUSP3 inh: DUSP3 (human) phosphatase inhibition; recombinant VHR phosphatase, pNPP absorbance; inhibition, % at 13.3 µM; P51452; hit rate 0.52% among 290,000; in the data active = inhibition above about 50%; note: some compounds called inactive have numbers as strong as hits
Target sequence (P51452 whole entry, looked up): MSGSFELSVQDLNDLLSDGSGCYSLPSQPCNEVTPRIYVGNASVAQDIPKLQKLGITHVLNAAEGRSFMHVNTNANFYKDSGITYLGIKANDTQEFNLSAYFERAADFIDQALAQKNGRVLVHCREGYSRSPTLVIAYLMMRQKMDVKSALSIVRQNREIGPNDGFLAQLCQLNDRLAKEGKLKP
CCHFV vOTU inh: blocks the CCHF virus ovarian tumor domain protease | inhibition, % at 11.5 µM | CCHFV vOTU protease, Pep-AMC fluorescence | hit rate 0.55% among 370,000; note: 0% = vehicle wells with enzyme and 100% = no enzyme wells
The depositor's hits bear a star; ? = inconclusive; . = no result given. Cut-off read from the data, not from the text of the source, unless noted: active = inhibition above about 30%; inactive = the rest.

1) COc1ccc(C)cc1-n1nnnc1SCC(=O)NC(=O)NCc1ccco1
2) CCCOP(=O)(OCCC)C(NC(=O)C(C)(C)C)c1ccccc1 (stereo not drawn)
3) CCC(C)CCN1C(Nc2ccccc2)=NC[C@@H]1CC(C)C (stereo partly drawn)
4) Cn1c2c(c(=O)n(C)c1=O)NC1(N2)C(=O)Nc2ccccc21 (stereo not drawn)
5) O=C1COc2ccc(S(=O)(=O)NCCc3ccc(Cl)cc3)cc2N1
6) O=c1[nH]cc(COCC(F)CCl)c(=O)[nH]1 (stereo not drawn)
7) CC(=O)NCc1cc(-c2ccc(Cl)cc2)no1
8) Cc1c(Cl)cccc1N1C(=O)CC(NNC(=O)c2cccs2)C1=O (stereo not drawn)
9) COc1cc(NC(=O)C2=C(N3CCOCC3)/C(=C\c3ccc(Cl)cc3Cl)CC2)cc(OC)c1OC
10) CCOC(=O)c1c(S(=O)(=O)N2CCN(c3ccc(F)cc3)CC2)c(C)n(C)c1C
screen / no.	1	2	3	4	5	6	7	8	9	10
BoNT F protease	-3	2	-8	?	14	0	-3	-8	3	-5
MazF activator	6	4	9	1	3	2	-4	-2	6	5
Mtb BioA inh	1.3	.	-1.9	-1.6	0.0	.	.	-0.8	-1.2	.
FadD28 binding	-1.3	-0.5	-1.5	-4.5	-8.4	-3.7	-2.1	-2.4	-1.1	-1.2
FBA Mtb inh	5	1	-1	9	3	0	4	2	0	-4
GDH-TPI inh	-5	6	0	18	9	3	1	12	-5	-1
Rv3671c protease	-13	-1	8	-4	8	15	-1	-7	14	-7
UGM FP inh	-1.1	-1.3	-0.4	-1.4	-2.8	0.9	-0.2	0.5	-1.5	0.5
DUSP3 inh	10	13	20	32	3	7	14	34	-3	11
CCHFV vOTU inh	7	7	4	-15	-4	5	-10	1	5	1

11) O=C(OCc1cn([C@@H]2CN(C(=O)c3cccs3)[C@@H](c3ccc(Cl)cc3)C[C@H]2O)nn1)c1ccccc1
12) COc1ccc2c(C)c(CCC(=O)NC3CC3)c(=O)oc2c1
13) CSc1cccc(Nc2ccc(S(=O)(=O)N3CCOCC3)cc2[N+](=O)[O-])c1
14) CCCCCC(=O)Nc1cccc(S(=O)(=O)NC2=NCCCCC2)c1
15) COc1cccc(N2C(=O)CC(=O)NC2=O)c1
16) O=C(CSc1ccccn1)Nc1ccc2[nH]c(=O)[nH]c2c1
17) Cc1ccc(N=C2C(=O)Nc3c(C)cccc32)cc1
18) COc1cccc(-n2c(O)c(C=NCCN3CCOCC3)c(=O)[nH]c2=O)c1
19) Cc1ccc(S(=O)(=O)NC(C)C(=O)Nc2ccc3c(c2)OCO3)cc1 (stereo not drawn)
20) Cc1ccc(S(=O)(=O)Nc2cc(C)c(O)c(S(=O)(=O)c3ccc(C)cc3)c2)cc1
screen / no.	11	12	13	14	15	16	17	18	19	20
BoNT F protease	-1	-7	1	0	-1	10	-4	1	2	-6
MazF activator	7	6	3	5	-8	-8	11	2	10	-4
Mtb BioA inh	0.5	1.1	-2.2	0.9	-2.6	-1.6	0.2	-2.5	1.7	-0.3
FadD28 binding	0.9	-3.0	.	.	-4.4	1.1	-4.3	-4.8	-3.2	3.8
FBA Mtb inh	1	173*	-3	0	1	5	-2	-2	-1	1
GDH-TPI inh	4	25	7	-3	-6	14	11	-5	-2	3
Rv3671c protease	.	-9	1	2	2	-2	-16	4	-8	-17
UGM FP inh	.	-1.7	0.2	2.3	1.3	1.7	7.4	-1.3	1.2	3.1
DUSP3 inh	.	-26	.	.	30	.	64	2	7	-2
CCHFV vOTU inh	7	-101	2	-1	-3	9	-9	-2	13	4

21) O=C(CC1C(=O)NCCN1C(=O)Nc1ccc(F)cc1F)Nc1ccc(F)cc1 (stereo not drawn)
22) C=CCN(C(=O)c1csnn1)C(C(=O)NC1CCCC1)c1cccs1 (stereo not drawn)
23) COc1ccc(/C=C/C(=O)N2CCNC(=O)C2)c(OC)c1
24) N/C(=N\OC(=O)c1ccccc1Cl)c1ccccc1
25) CC(=O)C1=C(C)N(Cc2ccccc2)C(=O)N[C@H]1c1cccs1
26) COC(=O)c1cc(OC(=O)c2ccc(=O)[nH]c2)cc(C(=O)OC)c1
27) O=C(NC1CCOc2ccccc21)c1ccc(=O)[nH]c1 (stereo not drawn)
28) CCN(CC)CCOC(=O)c1ccc(N/C=C(/C#N)c2nc(-c3ccc(OC)cc3)cs2)cc1
29) O=C(C1CC(=O)N(c2ccc3c(c2)OCCO3)C1)N1CCN(Cc2ccccc2)CC1 (stereo not drawn)
30) COCCCn1c(=O)/c(=C\c2cccc(OC)c2OC)s/c1=C(/C#N)C(=O)Nc1ccc(C(=O)O)cc1
screen / no.	21	22	23	24	25	26	27	28	29	30
BoNT F protease	-5	6	2	0	2	2	-12	?	?	-2
MazF activator	-5	11	-19	-3	-12	3	0	-25	-6	-106
Mtb BioA inh	.	-1.4	.	-0.2	-1.5	.	0.8	.	1.4	-0.9
FadD28 binding	-0.6	0.1	-2.0	-3.0	-2.3	-1.4	-0.2	-0.5	-4.2	-4.6
FBA Mtb inh	0	2	6	12	4	-1	0	2	-1	-2
GDH-TPI inh	3	2	10	-4	18	13	-1	10	-4	40*
Rv3671c protease	-7	0	-4	-4	0	-4	4	-11	3	-19
UGM FP inh	-2.7	-2.9	1.9	1.0	1.9	0.4	-0.4	-0.2	0.5	2.2
DUSP3 inh	-3	30	6	26	1	19	-3	21	.	-4
CCHFV vOTU inh	-5	-3	14	-5	-3	-6	7	-15	-4	18

31) COc1ccccc1-n1c(O)c(C=NCCCn2ccnc2)c(=O)[nH]c1=O
32) CCOc1ccc(CCNC(=O)CCc2nnc3ccc(N4CCOCC4)nn23)cc1OCC
33) Cn1nc([N+](=O)[O-])nc1Oc1ccccc1C(=O)N1CCOCC1
34) O=C(NCc1ccco1)c1ccc2sc([C@@H]3O[C@H](CO)[C@@H](O)[C@H]3O)nc2c1
35) O=C(NCc1ccc2c(c1)OCO2)c1ccc2c(=O)n(C3CCCC3)c(=O)[nH]c2c1
36) Cn1cnc([N+](=O)[O-])c1Sc1ccc(C(C)(C)C)cc1
37) Fc1cccc(/C=N/n2c(C3CCCCC3)n[nH]c2=S)c1
38) CN(C(=S)NC(=O)c1ccccc1Br)C1CCCCC1
39) CCOc1ccc(CNc2ccc(N3CCN(Cc4ccccc4)CC3)cc2)cc1
40) COc1cccc(NC(=O)c2cc(-c3ccncc3)nc3c(C)cc(C)cc23)c1
screen / no.	31	32	33	34	35	36	37	38	39	40
BoNT F protease	-3	-3	1	-3	-1	?	-12	-2	-31	-5
MazF activator	3	-4	7	.	-8	13	0	-14	0	-8
Mtb BioA inh	-0.9	-3.2	.	-1.4	0.3	-2.1	0.0	-1.0	-2.4	.
FadD28 binding	-0.5	-0.9	-0.4	-3.7	-3.3	-0.4	-0.3	-0.9	0.9	-0.8
FBA Mtb inh	4	3	0	-2	-6	3	-1	2	4	-1
GDH-TPI inh	-1	12	1	-2	20	4	-4	8	15	2
Rv3671c protease	-1	2	0	.	0	-3	0	-6	0	-2
UGM FP inh	-2.8	-1.2	2.7	.	-1.9	2.9	0.2	0.0	-1.1	3.9
DUSP3 inh	4	33	34	.	10	-22	89	22	18	35
CCHFV vOTU inh	11	-3	-4	10	-5	12	7	.	4	2

One compound at a time, from the list above. Order of values: BoNT F protease, MazF activator, Mtb BioA inh, FadD28 binding, FBA Mtb inh, GDH-TPI inh, Rv3671c protease, UGM FP inh, DUSP3 inh, CCHFV vOTU inh
CCOc1ccc(CNc2ccc(N3CCN(Cc4ccccc4)CC3)cc2)cc1 reads -31, 0, -2.4, 0.9, 4, 15, 0, -1.1, 18, 4
COc1ccccc1-n1c(O)c(C=NCCCn2ccnc2)c(=O)[nH]c1=O reads -3, 3, -0.9, -0.5, 4, -1, -1, -2.8, 4, 11

The results go on.
41) COCCNC(=O)CN1CCN(C(c2ccccc2)c2ccccc2)CC1
42) COCC(C)NC(=O)CSc1ncnc2sc(-c3ccccc3)cc12 (stereo not drawn)
43) CCN(CC)CCCNC(=O)Cn1cnc2sc(C)c(S(=O)(=O)N3CCC(C)CC3)c2c1=O
44) O=C(CN1C(=O)NC2NC(=O)NC21)N/N=C/c1ccc(F)cc1 (stereo not drawn)
45) COc1ccccc1CC(=O)Nc1ccc2nc(C)sc2c1
46) CCCc1cn(S(=O)(=O)c2ccc(OC)cc2OC)nc1N
47) Cc1ccccc1NC(=O)Cc1nc(-c2c[nH]c(C(=O)N3CCCC3)c2)cs1
48) COc1cc2c(cc1OC)CC(=O)N(C)CC2
49) COc1ccc(CNC(=O)CN(Cc2ccccc2)C(=O)c2csnn2)cc1
50) CCc1c(C(=O)NC(C)C2CCCO2)csc1C (stereo not drawn)
screen / no.	41	42	43	44	45	46	47	48	49	50
BoNT F protease	3	6	-6	6	-2	-6	-2	-9	18	6
MazF activator	-1	0	11	5	8	3	4	-5	-6	5
Mtb BioA inh	0.6	0.5	-0.5	.	.	-1.4	-0.3	.	-0.5	0.4
FadD28 binding	-2.0	-2.4	.	-2.7	-2.5	0.3	-0.3	-0.4	-1.7	-0.3
FBA Mtb inh	-2	5	2	3	-1	2	3	3	-2	2
GDH-TPI inh	-1	14	4	-12	0	7	0	5	12	-5
Rv3671c protease	4	-5	5	0	-3	3	0	1	3	-4
UGM FP inh	-0.1	-0.9	1.7	0.1	-1.2	-1.3	-1.1	-0.1	0.7	5.8
DUSP3 inh	-18	6	23	5	27	6	.	33	41	14
CCHFV vOTU inh	-14	9	0	-10	8	23	3	-7	-6	-2

The list goes on, starting with the last 2 of the part before.
49) COc1ccc(CNC(=O)CN(Cc2ccccc2)C(=O)c2csnn2)cc1
50) CCc1c(C(=O)NC(C)C2CCCO2)csc1C (stereo not drawn)
51) COCCNC(=O)CN(Cc1ccco1)C(=O)CCC(=O)Nc1nccs1
52) COc1ccc(-c2nnn(CC(=O)N(Cc3ccco3)C(C(=O)NCC3CCCO3)c3ccco3)n2)cc1 (stereo not drawn)
53) COc1cccc(CNCC(=O)N2C(C)CCCC2C)c1 (stereo not drawn)
54) COc1ccc(-n2c(C)c(C(C)=O)c(C(C)=O)c2C)cc1OC
55) CNC(=O)c1[nH]cnc1C(=O)N[C@@H](CC(C)C)C(=O)OC(C)(C)C
56) Nn1c(SCC(=O)Nc2cccc(S(N)(=O)=O)c2)nnc1C1CC1
57) COc1cc(CN2CC(=O)N(c3ccccc3Cl)C2=S)cc(OC)c1OC
58) COc1ccc(OC)c(NC(=O)Nc2nnc([C@H]3C[C@H](O)[C@@H](CO)O3)s2)c1
screen / no.	49	50	51	52	53	54	55	56	57	58
BoNT F protease	18	6	6	1	0	-10	-6	-4	-19	0
MazF activator	-6	5	3	3	-5	-4	0	5	2	.
Mtb BioA inh	-0.5	0.4	-0.6	.	0.1	1.5	-0.4	.	-0.3	-2.7
FadD28 binding	-1.7	-0.3	-3.9	-2.9	-1.8	0.9	-2.4	-3.6	-0.6	0.6
FBA Mtb inh	-2	2	-7	0	2	5	-3	1	5	-1
GDH-TPI inh	12	-5	-7	1	0	1	5	1	2	2
Rv3671c protease	3	-4	2	2	-4	-1	-3	4	-11	.
UGM FP inh	0.7	5.8	-0.4	1.5	1.2	0.0	-1.0	-6.1	-0.5	.
DUSP3 inh	41	14	34	-1	37	21	3	-7	1	.
CCHFV vOTU inh	-6	-2	9	9	-5	5	6	5	-4	-7

Three entries from above, sorted by molar mass, highest first.
58) COc1ccc(OC)c(NC(=O)Nc2nnc([C@H]3C[C@H](O)[C@@H](CO)O3)s2)c1
56) Nn1c(SCC(=O)Nc2cccc(S(N)(=O)=O)c2)nnc1C1CC1
53) COc1cccc(CNCC(=O)N2C(C)CCCC2C)c1 (stereo not drawn)
screen / no.	58	56	53
BoNT F protease	0	-4	0
MazF activator	.	5	-5
Mtb BioA inh	-2.7	.	0.1
FadD28 binding	0.6	-3.6	-1.8
FBA Mtb inh	-1	1	2
GDH-TPI inh	2	1	0
Rv3671c protease	.	4	-4
UGM FP inh	.	-6.1	1.2
DUSP3 inh	.	-7	37
CCHFV vOTU inh	-7	5	-5
